SMN2 splice up: enhancers of SMN2 splice variant expression | Potency, µM (doses to about 46.1 µM), without a hit: top-dose activity change, positive = activation, actives largely listed as activators | AID 1458 | HEK293 SMN2-luciferase splicing reporter, luminescence, 30-36 h | 210,000 compounds, 2.8% hits; further: % of control where 0% means no effect; nearly all actives have a fitted effect of over 55% in size
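qHTS luciferase splicing reporter: luminescence rises when SMN2 exon 7 is included in transfected HEK293 cells. Compound exposure lasted 30-36 h at 37C, with 4.5 mM final sodium butyrate as control, followed by a ONE-Glo read.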
LMNA splice mod: LMNA splicing modulation; HeLa LMNA splicing GFP/RFP minigene ratio, 48 h; Potency, µM (highest dose often 46.1 µM), for the others: at the highest dose ratio change, negative = inhibition, usual class: inhibitors; 200,000 compounds, 0.01% hits; AID 1487; active means well fitted inhibition curve with a large enough effect in the signal ratio, with a control signal flat, not every such curve was filed as active; inconclusive means small, poorly fitted or top-dose-only effect, or effect the other way, or a change in a side signal; the % refers to the signal ratio; further: on the % scale 0 is the no-effect control and ±100 the full control effect
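Read-out is the ratio of GFP to DsRed2 object intensity, acquired by 488 nm laser-scanning cytometry on HeLa lamin A-EGFP minigene reporter cells. Compound incubation 48 hrs at 37 °C in Opti-MEM with 2% FBS; DMSO 0.5% final.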
Tau ThT inhib: inhibitors of human tau fibril formation, thioflavin T binding; P10636; recombinant tau K18 P301L, heparin-induced fibrillization, ThT fluorescence; Potency, µM (highest dose often 57.4 µM), inactives show top-dose activity, negative = inhibition, most hits filed as inhibitors; 270,000 compounds, 2.1% hits; AID 1460; further: on the % scale 0 is the no-effect control and ±100 the full control effect; nearly all actives have a fitted effect of over 55% in size
Target sequence (P10636 561-689 P618L limits assumed): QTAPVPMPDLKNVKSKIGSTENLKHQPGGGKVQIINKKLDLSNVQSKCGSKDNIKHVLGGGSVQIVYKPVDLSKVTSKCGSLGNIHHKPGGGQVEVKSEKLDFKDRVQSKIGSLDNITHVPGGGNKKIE
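ThT emission at 510 nm, taken 1 hr after adding 30 uM dye, quantifies aggregates formed when 20 uM heparin acts on human tau K18 P301L for 6 hr at 37 C.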
RECQ1 helicase: blocks DNA unwinding by human RECQ1; 240,000 compounds, 0.54% hits; P46063; Potency, µM (series often up to 57.3 µM), for the others: at the highest dose activity, negative = inhibition, hits mostly inhibitors; RECQ1 DNA unwinding, red fluorescence kinetic read; AID 2549;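 further: plate controls were vehicle for no effect and no enzyme for full effect; nearly all actives have a fitted effect of over 30% in size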
Target sequence (P46063 whole entry, looked up): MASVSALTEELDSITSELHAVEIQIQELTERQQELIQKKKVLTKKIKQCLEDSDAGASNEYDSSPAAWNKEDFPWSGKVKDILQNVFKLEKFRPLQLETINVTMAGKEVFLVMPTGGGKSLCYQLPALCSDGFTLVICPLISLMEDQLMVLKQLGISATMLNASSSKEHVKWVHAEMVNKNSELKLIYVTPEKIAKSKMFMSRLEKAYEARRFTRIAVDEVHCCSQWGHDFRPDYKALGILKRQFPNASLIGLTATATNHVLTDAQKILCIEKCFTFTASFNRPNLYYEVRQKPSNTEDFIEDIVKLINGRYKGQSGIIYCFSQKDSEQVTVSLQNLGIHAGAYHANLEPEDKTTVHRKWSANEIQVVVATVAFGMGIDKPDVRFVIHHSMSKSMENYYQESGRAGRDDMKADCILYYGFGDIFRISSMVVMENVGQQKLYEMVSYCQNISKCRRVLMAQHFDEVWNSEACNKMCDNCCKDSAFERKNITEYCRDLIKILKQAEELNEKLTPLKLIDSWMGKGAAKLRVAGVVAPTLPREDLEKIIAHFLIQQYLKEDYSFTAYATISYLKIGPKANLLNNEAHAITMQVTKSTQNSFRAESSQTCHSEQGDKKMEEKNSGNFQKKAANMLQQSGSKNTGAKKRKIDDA
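RECQ1T1 50 nM; forked duplex (20 bp + 30-nt ss tails) 200 nM, ATP 2 mM final; pH 8.0, 2 mM MgCl2, 2.5 ug/ml poly(dI-dC); 15 min compound preincubation; discontinuous kinetic read over 2 h at RT.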
* = called active by the depositor; i = inactive; ? = inconclusive; . = no result given; [ ] = remark or other dose. Unless noted, the call rests on the fitted dose curve; in most records, active means well fitted curve in the direction sought with a large enough effect; inconclusive means small, poorly fitted or top-dose-only effect, or another doubt; inactive means no such curve, though single readings can be large; an effect the other way counts as inactive or inconclusive. Potency means the concentration at half of the fitted maximal effect.

A first look:
No.	SMILES	SMN2 splice up	LMNA splice mod	Tau ThT inhib	RECQ1 helicase
1	COc1cccc(CN2C(=O)C3(SCC(=O)N3c3ccc(C)c(Cl)c3)c3ccccc32)c1 (centres undefined)	.	.	?	.
2	Cc1ccc(-c2nc(CN3C(=O)CN=C(c4ccccc4Cl)c4cc(Cl)ccc43)c(C)o2)cc1	.	.	0.7%	.
3	COc1ccc(Br)cc1C1SCC(=O)Nc2c1c(C)nn2-c1ccccc1C (centres undefined)	.	.	2.5%	.
4	O=C(NCc1c(-n2cccc2)sc2c1CCCC2)Nc1cccc(C(F)(F)F)c1	.	.	?	.
5	O=c1[nH]c(=O)n(C2CCCCC2)c(O)c1C1=Nc2ccccc2SC(c2ccccc2)C1 (centres undefined)	.	.	?	.
6	CCc1ccc(-n2nc(C)c3c2NC(=O)CSC3c2ccccc2C)cc1 (centres undefined)	.	.	-1.0%	.
7	O=c1[nH]c(=O)n(Cl)c(=O)n1Cl	.	?	.	.
8	C#CCN1CC(=O)N(COC(=O)[C@@H]2[C@@H](C=C(C)C)C2(C)C)C1=O	.	?	.	.
9	CC1NCCOC1c1ccccc1 (centres undefined)	.	9.5%	.	.
10	CCCCCCCCCCCCCCCC(=O)OC(C)C	.	?	.	.
11	CN(C)C(CSC(N)=O)CSC(N)=O	.	.	.	-9.3%
12	C=CC[C@]1(O)CC[C@H]2[C@@H]3CCC4=CC(=O)CCC4=C3C=C[C@@]21C	.	.	.	-6.9%
13	N#CC(C#N)=Cc1ccc(O)cc1	.	.	.	15.6%
14	CN(CC(=O)O)C(=O)[C@H](Cc1ccccc1)NC(=O)[C@@H](CCCN=C(N)N)NC(=O)[C@@H](N)Cc1ccc(O)cc1	.	.	.	-4.3%

Results, from the start:
No.	SMILES	SMN2 splice up	LMNA splice mod	Tau ThT inhib	RECQ1 helicase
1	COc1cccc(CN2C(=O)C3(SCC(=O)N3c3ccc(C)c(Cl)c3)c3ccccc32)c1 (centres undefined)	.	.	?	.
2	Cc1ccc(-c2nc(CN3C(=O)CN=C(c4ccccc4Cl)c4cc(Cl)ccc43)c(C)o2)cc1	.	.	0.7%	.
3	COc1ccc(Br)cc1C1SCC(=O)Nc2c1c(C)nn2-c1ccccc1C (centres undefined)	.	.	2.5%	.
4	O=C(NCc1c(-n2cccc2)sc2c1CCCC2)Nc1cccc(C(F)(F)F)c1	.	.	?	.
5	O=c1[nH]c(=O)n(C2CCCCC2)c(O)c1C1=Nc2ccccc2SC(c2ccccc2)C1 (centres undefined)	.	.	?	.
6	CCc1ccc(-n2nc(C)c3c2NC(=O)CSC3c2ccccc2C)cc1 (centres undefined)	.	.	-1.0%	.
7	O=c1[nH]c(=O)n(Cl)c(=O)n1Cl	.	?	.	.
8	C#CCN1CC(=O)N(COC(=O)[C@@H]2[C@@H](C=C(C)C)C2(C)C)C1=O	.	?	.	.
9	CC1NCCOC1c1ccccc1 (centres undefined)	.	9.5%	.	.
10	CCCCCCCCCCCCCCCC(=O)OC(C)C	.	?	.	.
11	CN(C)C(CSC(N)=O)CSC(N)=O	.	.	.	-9.3%
12	C=CC[C@]1(O)CC[C@H]2[C@@H]3CCC4=CC(=O)CCC4=C3C=C[C@@]21C	.	.	.	-6.9%
13	N#CC(C#N)=Cc1ccc(O)cc1	.	.	.	15.6%
14	CN(CC(=O)O)C(=O)[C@H](Cc1ccccc1)NC(=O)[C@@H](CCCN=C(N)N)NC(=O)[C@@H](N)Cc1ccc(O)cc1	.	.	.	-4.3%
15	CC(=O)O[C@@H]1[C@@H](O)C2OC3C=C(C)C(=O)[C@@H](O)[C@]3(CO)C1(C)C21CO1 (some centres undefined)	.	.	.	-13.7%
16	N#Cc1c(Oc2cccc(OS(=O)(=O)CCCC(F)(F)F)c2)cccc1C(F)(F)F	.	.	.	-13.5%
17	O=[N+]([O-])NC1=NCCN1Cc1ccc(Cl)nc1	.	.	.	10.8%
18	CC(C)[C@H](NC(=O)[C@H](CC(=O)O)NC(=O)[C@H](Cc1ccccc1)NC(=O)[C@@H](C)NC(=O)[C@@H](N)Cc1ccc(O)cc1)C(=O)N[C@H](C(=O)NCC(N)=O)C(C)C	.	.	.	-3.3%
19	Cc1[nH]c(=O)n(C(C)(C)C)c(=O)c1Cl	.	.	.	1.0%
20	Cc1c(F)c(F)c(COC(=O)C2C(/C=C(\Cl)C(F)(F)F)C2(C)C)c(F)c1F (centres undefined)	.	.	.	0.1%

Copied from the list.
Reading for #16 in RECQ1 helicase: -13.5%
Reading for #9 in LMNA splice mod: 9.5%

Further compounds follow:
No.	SMILES	SMN2 splice up	LMNA splice mod	Tau ThT inhib	RECQ1 helicase
21	C[C@@H]1CO1	.	.	.	-7.3%
22	CCC(=O)CCCCC[C@@H]1NC(=O)[C@H]2CCCCN2C(=O)[C@H]([C@@H](C)CC)NC(=O)[C@H](Cc2cn(OC)c3ccccc23)NC1=O	.	.	.	-17.7%
23	CC(=O)O[C@H]1CC[C@]2(C=O)C3CC[C@]4(C)[C@@H](C5=CC(=O)OC5)CC[C@]4(O)C3CC[C@]2(O)C1 (some centres undefined)	.	.	.	-14.8%
24	CC[C@H](C)[C@H](NC(=O)[C@@H](N)Cc1ccc(O)cc1)C(=O)NCC(=O)N[C@@H](CO)C(=O)N[C@@H](CCCN=C(N)N)C(N)=O	.	.	.	-12.2%
25	c1nc[n]([Sn]([CH]2CCCCC2)([CH]2CCCCC2)[CH]2CCCCC2)n1	.	.	.	-6.2%
26	CCC(C)n1c(=O)[nH]c(C)c(Br)c1=O (centres undefined)	.	.	.	-4.1%
27	CCC(C)(C)O	.	.	.	-16.4%
28	CCN1C[C@@]2(COC)CCC(OC)[C@]34C5C[C@]6(O)[C@@H](OC)C[C@](OC(C)=O)(C([C@H](OC)C23)[C@H]14)C5[C@H]6OC(=O)c1ccc(OC)cc1 (some centres undefined)	.	.	.	15.0%
29	CC(C)C1C(=O)O[C@@H]2CCN3CC=C(COC(=O)[C@](C)(O)[C@]1(C)O)[C@H]23 (some centres undefined)	.	.	.	6.4%
30	O=C(O)c1cc(Oc2ccc(C(F)(F)F)cc2Cl)ccc1[N+](=O)[O-]	.	.	.	-19.8%
31	Cc1cccc2c3c(ccc12)C1=C(C(=O)C3=O)[C@@H](C)CO1	.	.	.	13.6%
32	COC(=O)COc1ccc(C[C@@H](C)NC[C@H](O)c2cccc(Cl)c2)cc1	.	.	.	-7.9%
33	CC(=O)CC(c1ccccc1)c1c(O)c2cccc(O)c2oc1=O (centres undefined)	.	.	.	-9.7%
34	Oc1ccc2c(c1)[C@@]13CCCCC1[C@@H](C2)N(CC1CCC1)CC3 (some centres undefined)	.	.	.	-4.9%
35	COC1=CC(=O)O[C@H](/C=C/c2ccc3c(c2)OCO3)C1	.	.	.	6.0%
36	CN1CCc2cc3c(c4c2[C@H]1Cc1ccccc1-4)OCO3	.	.	.	42.0%[activator]
37	NC(=O)O	.	.	.	-4.8%
38	COC(=O)CC(=O)c1ccc2c(c1)OCO2	.	.	.	i
39	O=c1[nH]c2sccc2c2ccccc12	.	.	.	-7.6%
40	c1cc[n+]2c(c1)-c1cccc[n+]1CC2	.	.	.	1.6%

Following part
No.	SMILES	SMN2 splice up	LMNA splice mod	Tau ThT inhib	RECQ1 helicase
41	CCN1CC2(OC(=O)c3ccccc3NC(C)=O)CCC(OC)[C@]34C1[C@H](CC23)[C@@]1(O)C[C@H](OC)[C@H]2CC4C1(O)[C@H]2OC (some centres undefined)	.	.	.	-6.3%
42	CC1CCC2C(C)C(=O)OC3O[C@]4(C)CCC1[C@@]32OO4 (some centres undefined)	.	.	.	-4.2%
43	CCCN(CCC)c1c([N+](=O)[O-])cc(S(N)(=O)=O)cc1[N+](=O)[O-]	.	.	.	-7.2%
44	CC(C)C[C@H](NC(=O)[C@H](Cc1ccccc1)NC(=O)CNC(=O)[C@@H](COC(C)(C)C)NC(=O)[C@@H](N)Cc1ccc(O)cc1)C(=O)N[C@H](C(=O)O)[C@@H](C)OC(C)(C)C	.	.	.	6.8%
45	COC(=O)c1cc(Oc2ccc(Cl)cc2Cl)ccc1[N+](=O)[O-]	.	.	.	-8.1%
46	CCC1(CC)CCNC1=O	.	.	.	-3.7%
47	CC1CC2CCC(O2)C(C)C(=O)OC(C)CC2CCC(O2)C(C)C(=O)OC(C)CC2CCC(O2)C(C)C(=O)OC(C)CC2CCC(O2)C(C)C(=O)O1 (centres undefined)	.	.	.	-5.8%
48	CC#C[C@]1(O)CC[C@H]2C3C=C(C)C4=CC(=O)C=C[C@]4(C)[C@H]3[C@@H](O)C[C@@]21C (some centres undefined)	.	.	.	-8.6%
49	C[S@@](=O)CCCCN=C=S	.	.	.	5.3%
50	CON(C)C(=O)Nc1ccc(Br)cc1	.	.	.	-12.5%
51	N#Cc1cc2c(nc1SCC(=O)Nc1ccc(Cl)c(C(F)(F)F)c1)C1CCN2CC1	-49.4%[inhibitor]	.	-3.0%	.
52	COc1ccc(CNC(=O)Cn2c(=O)oc3cc(S(=O)(=O)N4CCCC4)ccc32)cc1	-35.2%[inhibitor]	.	4.5%	.
53	COc1cc2[nH]c(=O)n(CCCCCC(=O)N3CCN(c4cccc(C(F)(F)F)c4)CC3)c(=O)c2cc1OC	-13.4%	.	?	.
54	Cc1ccc2c(=O)n(-c3cccc(Cl)c3)c(=O)[nH]c2c1	-4.3%	.	-13.0%	.
55	Cc1ccc(Cl)cc1N1CCN(C(=O)C2CCCN(S(=O)(=O)c3ccc(Br)s3)C2)CC1 (centres undefined)	-31.8%[inhibitor]	.	-15.4%	.
56	Cc1ccc2c(c1)C(Cc1nc3ccccc3c(=O)n1-c1ccc(Br)cc1)C(=O)N2 (centres undefined)	16.4%	.	-15.4%	.
57	O=C(COc1ccc(Br)cc1)Nc1ccc(Cl)cc1C(=O)c1ccccc1	-13.7%	.	-6.4%	.
58	Cc1oc(-c2cccc(Cl)c2)nc1CN1CCC(C(=O)NCCCN2CCN(c3ccc(F)cc3)CC2)CC1	0.3%	.	?	.
59	O=c1c2ccccc2nc(/C=C\c2cccc(Br)c2)n1-c1ccc(O)cc1	-15.4%	.	-4.4%	.
60	Cc1cccc(-c2nc(CN3C(=O)CN=C(c4ccccc4)c4ccccc43)c(C)o2)c1	-8.4%	.	-15.8%	.

Record cards (already shown).
CCC(=O)CCCCC[C@@H]1NC(=O)[C@H]2CCCCN2C(=O)[C@H]([C@@H](C)CC)NC(=O)[C@H](Cc2cn(OC)c3ccccc23)NC1=O reads SMN2 splice up: .; LMNA splice mod: .; Tau ThT inhib: .; RECQ1 helicase: -17.7%
CC(=O)O[C@H]1CC[C@]2(C=O)C3CC[C@]4(C)[C@@H](C5=CC(=O)OC5)CC[C@]4(O)C3CC[C@]2(O)C1 (some centres undefined) reads SMN2 splice up: .; LMNA splice mod: .; Tau ThT inhib: .; RECQ1 helicase: -14.8%

Some of the compounds tested; the hit share may differ from the screen's.
